Apoferritin bind: candidate novel general anesthetic via apoferritin binding; P02791; apoferritin/1-aminoanthracene competitive binding, fluorescence; Potency, µM (top dose mostly 77.5 µM), for inactives: top-dose activity change, negative = displacement, usual class: inhibitors; 350,000 compounds, 0.074% hits; further: potency means the concentration at half of the fitted maximal effect; on the % scale 0 is the no-effect control and ±100 the full control effect; nearly all actives have a fitted effect of over 20% in size
Target sequence (P02791 2-175 limits assumed): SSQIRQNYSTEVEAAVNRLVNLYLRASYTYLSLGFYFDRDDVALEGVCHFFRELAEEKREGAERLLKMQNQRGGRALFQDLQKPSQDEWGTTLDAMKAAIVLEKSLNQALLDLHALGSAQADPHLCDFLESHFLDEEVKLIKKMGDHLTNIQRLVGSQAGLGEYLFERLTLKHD
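Horse-spleen apoferritin (10 uM) was mixed with 50% saturated 1-aminoanthracene in PBS, exposed to compounds for 10 min at room temperature, and read for fluorescence (ex 380 nm, em 535 nm). Competitive displacement was fitted with a four-parameter Hill equation.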
Pol iota inh: blocks human DNA polymerase iota activity; 390,000 compounds, 1% hits; AID 588590; Potency, µM (doses to about 115 µM), for the others: at the highest dose activity, negative = inhibition, usual class: inhibitors; Pol iota fluorescent replication assay, 10 min; further: potency means the concentration at half of the fitted maximal effect
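Pol iota at 10 nM preincubated 15 min with compounds at room temperature; reaction started with fluorescent substrate, 50 nM final. Fluorescence read kinetically at 0 and 10 min; buffer-only wells as negative control.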
Pol eta inh: blocks human DNA polymerase eta activity. Q9Y253. recombinant Pol eta, fluorescent DNA replication assay. Potency, µM (top dose mostly 114 µM), without a hit: at the highest dose activity change, negative = inhibition, usual class: inhibitors. 390,000 compounds, 1.2% hits; further: potency means the concentration at half of the fitted maximal effect; on the % scale 0 is the no-effect control and ±100 the full control effect
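Fluorescent replication assay: 50 nM final substrate added after a 15 min room-temperature compound preincubation with 10 nM enzyme. Signal taken at 0 min and again at 10 min.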
PGK inhibitor: inhibitors of T. brucei phosphoglycerate kinase | Potency, µM (highest dose often 57.5 µM), without a hit: at the top dose activity change, negative = inhibition, hits mostly inhibitors | 380,000 compounds, 0.043% hits | PGK/GAPDH coupled, Kinase-Glo luminescence, 60 min | P07378; further: potency means the concentration at half of the fitted maximal effect; on the % scale 0 is the no-effect control and ±100 the full control effect; nearly all actives have a fitted effect of over 60% in size
Target sequence (P07378 whole entry, looked up): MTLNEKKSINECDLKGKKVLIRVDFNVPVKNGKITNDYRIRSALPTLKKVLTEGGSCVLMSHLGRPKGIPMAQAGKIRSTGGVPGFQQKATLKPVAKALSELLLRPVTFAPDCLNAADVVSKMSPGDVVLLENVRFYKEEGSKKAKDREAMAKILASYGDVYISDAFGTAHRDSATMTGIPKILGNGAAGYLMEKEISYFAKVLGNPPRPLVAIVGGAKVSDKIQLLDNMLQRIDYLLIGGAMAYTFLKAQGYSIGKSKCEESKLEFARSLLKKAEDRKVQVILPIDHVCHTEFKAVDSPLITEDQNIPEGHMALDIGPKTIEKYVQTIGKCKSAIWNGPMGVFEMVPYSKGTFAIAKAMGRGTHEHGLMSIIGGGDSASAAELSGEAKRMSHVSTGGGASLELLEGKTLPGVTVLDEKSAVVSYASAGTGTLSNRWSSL
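Recombinant glycosomal PGK reaction used 1,3-bisphosphoglycerate generated in-well by GAPDH (100nM final) in 100mM TEA pH 7.6, 5mM MgCl2, 0.01% Tween-20. After 60 minutes at room temperature, ATP was read by Kinase-Glo Plus luminescence end-point.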
RXFP1 antagonist: RXFP1 (human) relaxin receptor antagonism | activity change, negative = inhibition, % at 57.5 µM | 350,000 compounds, 0.59% hits | Q9HBX9 | HEK293-RXFP1, relaxin-stimulated cAMP HTRF, 30 min; hits give low values;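 active means activity change of -60% or lower, but not beyond a set lower limit; inconclusive means change between -60% and -40%, or beyond the set limit; inactive means change above -40%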; further: on the % scale 0 is the no-effect control and ±100 the full control effect
POLB inh: DNA polymerase beta (human) inhibition; Potency, µM (top dose mostly 114 µM), for the others: at the highest dose activity change, negative = inhibition, hits mostly inhibitors; P06746; Pol beta primer extension/strand displacement, fluorescence kinetic; AID 485314; 340,000 compounds, 1.3% hits; further: potency means the concentration at half of the fitted maximal effect; on the % scale 0 is the no-effect control and ±100 the full control effect
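Homogeneous kinetic assay of primer extension and strand displacement by 10 nM Pol beta, preincubated 15 min at room temperature with compound before 50 nM substrate (final) was added. Read at 0 and 10 min; four-parameter Hill fit.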
POLK inh: DNA polymerase kappa (human) inhibition; purified Pol kappa, fluorescent DNA synthesis assay, 10 min; Potency, µM (highest dose often 107 µM), for inactives: at the highest dose activity, negative = inhibition, most hits filed as inhibitors; 400,000 compounds, 0.53% hits; Q9UBT6; further: potency means the concentration at half of the fitted maximal effect; on the % scale 0 is the no-effect control and ±100 the full control effect
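10 nM Pol kappa preincubated 15 min at room temperature with compounds, then reaction started with substrate at 50 nM final. Fluorescence read kinetically at 0 and 10 min; buffer-only wells served as negative control.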
BLM helicase inh: Bloom syndrome helicase (human) inhibition. P54132. recombinant BLM DNA unwinding, fluorescence dequenching. Potency, µM (doses to about 56.1 µM), inactives show at the top dose activity change, negative = inhibition, actives largely listed as inhibitors. 350,000 compounds, 0.2% hits;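 further: potency means the concentration at half of the fitted maximal effect; plate controls were vehicle for no effect and no enzyme for full effect; nearly all actives have a fitted effect of over 35% in size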
APEX1 inh: blocks human APE1 abasic DNA cleavage. P27695. Potency, µM (titrated, usually from 65.8 µM), for inactives: at the highest dose activity change, negative = inhibition, hits mostly inhibitors. AID 2517. recombinant APE1, TAMRA/BHQ-2 abasic DNA cleavage fluorescence. 350,000 compounds, 0.35% hits;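 further: potency means the concentration at half of the fitted maximal effect; plate controls were vehicle for no effect and reference inhibitor for full effect; nearly all actives have a fitted effect of over 55% in size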
Target sequence (P27695 whole entry, looked up): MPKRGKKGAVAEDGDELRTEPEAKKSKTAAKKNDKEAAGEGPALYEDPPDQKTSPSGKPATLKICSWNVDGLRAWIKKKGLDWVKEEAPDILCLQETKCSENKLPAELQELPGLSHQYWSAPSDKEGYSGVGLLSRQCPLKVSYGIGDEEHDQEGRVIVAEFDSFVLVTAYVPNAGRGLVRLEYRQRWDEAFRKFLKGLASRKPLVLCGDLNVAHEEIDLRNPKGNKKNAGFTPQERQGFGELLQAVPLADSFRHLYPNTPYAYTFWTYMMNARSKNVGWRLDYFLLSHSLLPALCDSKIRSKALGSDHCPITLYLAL
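Measures dequenching upon AP-site incision of a 5'-TAMRA/3'-BHQ-2 THF-containing duplex, 50 nM; human APE1 0.75 nM after 15 min room-temperature exposure to compound; kinetic three-point read at one-minute spacing.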
* hit, by the source's call; i = inactive; ? = inconclusive; · = no result given; & = joins results of further samples; [ ] = remark or other dose. Unless noted, the call rests on the fitted dose curve; in most records, active means well fitted curve in the direction sought with a large enough effect; inconclusive means small, poorly fitted or top-dose-only effect, or another doubt; inactive means no such curve, though single readings can be large; an effect the other way counts as inactive or inconclusive. Only part of the results is shown; the hit share may differ from the screen's.

Structure | Apoferritin bind | Pol iota inh | Pol eta inh | PGK inhibitor | RXFP1 antagonist | POLB inh | POLK inh | BLM helicase inh | APEX1 inh
CC(=O)Nc1ccc(S(=O)(=O)N2CCC(N3CCCCC3)CC2)cc1 | -0.9% | -8.1% | 0.5% | -5.3% | 6.4 | 14.4% | -2.4% | -1.2% | 27.7%
C[C@H](CO)N1C[C@H](C)[C@@H](CN(C)CC2CCCCC2)Oc2ccc(NC(=O)CCN3CCOCC3)cc2C1=O | · | 41.4% | -13.7% | -3.1% | · | · | 0.4% | · | -0.5%
Cc1cc(C(=O)COC(=O)CCc2nc3ccccc3s2)c(C)n1C | -21.4% | -2.0% | -0.5% | -1.9% | 4.8 | -25.8% | -23.4% | -1.7% | -5.3%
Fc1ccc(CSc2ccc(-c3cccs3)nn2)cc1 | -3.8% | 25.9% | -20.4% | -7.7% | -8.4 | 26.5% | 2.3% | 6.0% | 18.8%
CCOc1ccccc1NC(=O)c1cc2c(=O)oc3ccccc3c2s1 | -0.8% | 31.0%[activator] | -4.4% | i | -10.8 | 14.5% | 3.6% | -6.2% | ·
Cc1nc(Cl)c(S(N)(=O)=O)c(C)c1Cl | -10.0% | 47.3%[activator] | -8.3% | 8.0% | 7.2 | 1.1% | -12.1% | -8.0% | 11.6%
COc1cc2c(cc1OC)C(C1C(=O)CCCC1=O)N(C(=O)CCl)CC2 (stereo not drawn) | 172.6%[activator] | 18.5% | -9.6% | 7.0% | -1.8 | 12.3% | -5.4% | 1.6% | 2.4%
O=C(O)c1ccccc1-c1ccccc1C(=O)Nc1ccccc1 | -4.5% | 8.6% | -5.9% | -5.1% | -8.9 | 25.8% | -16.1% | 0.3% | 1.2%
Cn1c(SCc2ccccc2Cl)nc2ccccc21 | ? | -8.8% | -18.6% | -1.6% | -9.8 | -0.5% | -8.3% | -8.7% | 0.3%
O=C(NC(=S)Nc1cccc(F)c1)c1cccc([N+](=O)[O-])c1 | 2.6% | -16.6% | -3.8% | -7.8% | -1.0 | 26.3% | -9.8% | -10.2% | 3.9%
CC(C)c1ccccc1NC(=O)C(Cc1c[nH]c2ccccc12)NC(=O)OC(C)(C)C (stereo not drawn) | 18.2% | 13.2% | -22.2% | -3.3% | -28.5 | 1.0% | 1.6% | -3.5% | ·
CCCc1cc(=O)[nH]c(SC(CC)C(=O)Nc2ccccc2C#N)n1 (stereo not drawn) | -2.8% | -2.0% | -7.0% | 6.7% | -8.8 | 9.1% | -12.0% | -3.2% | -2.0%
Cc1ccc(C)c(N2N=C(C(=O)Nc3nccs3)CCC2=O)c1 | -11.2% | 70.2%[activator] | -18.1% | -2.8% | -8.9 | 42.2% | 8.7% | -4.8% | 15.7%
COc1ccc(C(CCN2CCCCC2)c2c(OC)cc(OC)c3c(-c4ccccc4)cc(=O)oc23)cc1 (stereo not drawn) | -13.4%&-4.5% | -17.2%&-12.2% | -5.5% | 9.8% | · | -23.3% | 5.3%&-12.2% | 2.3%&-0.8% | -1.9%&1.0%
COc1ccc(S(=O)(=O)N2CCOCC2)cc1NC(=O)c1cccc2c(=O)c(C)c(-c3ccccc3)oc12 | -1.2% | 32.4%[activator] | -13.1% | -1.4% | -4.7 | -21.1%[57.1 µM] | -9.9% | -1.7% | 0.4%
CC(NC(=O)CCc1ccc(S(=O)(=O)NC2CCCCC2)cc1)c1ccccc1 (stereo not drawn) | -1.5% | 8.2% | -7.0% | -6.5% | 1.2 | -30.0% | -13.9% | -3.4% | -1.1%
Cc1ccc2ncccc2c1 | · | 14.5% | -4.3% | -1.3% | · | · | 7.7% | · | 8.0%&4.1%
Cc1c(Cl)cccc1-n1ncc(C(=O)NC2CCCC2)c1C1CCN(C(=O)OC(C)(C)C)CC1 | 4.4% | 18.8% | -20.9% | i | -5.1 | 3.0% | -8.2% | -2.5% | ·
COc1ccc(S(=O)(=O)N2CCC(C(=O)NC3CC3)CC2)cc1OC | -3.9% | 20.2% | -18.7% | 2.5% | -1.4 | 36.1% | 4.0% | -6.3% | 3.9%
CN(CCOc1ccc(Cl)cc1)C(=O)C1=CC=CN2CCS(=O)(=O)N=C12 | · | 25.4% | 0.8% | -6.7% | 10.1 | · | 8.2% | · | 34.5%
Cc1ccc(/C=C/c2onc(C)c2S(=O)(=O)N2CCC(C(=O)NCc3ccc(Cl)cc3)CC2)cc1 | -4.3% | 3.9% | -10.8% | -4.4% | · | -0.7% | -8.7%[60.1 µM] | 1.1% | ·
C=C(C)CSc1nc2c(c(=O)[nH]c(=O)n2C)n1CCC(C)C | -14.0% | -2.3% | -9.9% | -2.1% | · | ? | -9.6% | -3.6% | -0.9%
Cc1nc(N)sc1-c1ccccc1 | · | ? | -10.2% | 7.6% | ? | · | -19.2% | · | ·
Cc1cccnc1CN1CCN(Cc2nc(C(c3ccccc3)c3ccccc3)no2)CC1 | -13.8% | 23.3% | -3.3% | -6.2% | 5.2 | 39.3% | -2.1% | -5.3% | 23.1%
CC[C@@]1(C(=O)OC)N[C@H](CN(C)S(=O)(=O)c2ccc(OC(F)(F)F)cc2)[C@@H]2C(=O)N(C)C(=O)[C@@H]21 | · | -19.7% | -6.9% | -12.3% | · | · | 18.0% | · | 6.8%
CCCN1CCC2(CC1)C(C#N)=C(N)Oc1c2sc2nc(C)cc(C)c12 | -2.4% | 5.6% | -15.0% | -10.7% | -6.8 | 16.9% | -10.0% | 7.1% | -10.8%
COc1ccc(C(=O)N/N=C(\C)CC(=O)Nc2cccc(C(F)(F)F)c2)cc1 | -1.7% | 118.5%[activator] | -10.9% | -5.3% | -13.1 | 9.3% | -16.4% | -10.0% | 1.7%
O=C(Nc1nnc(Cc2ccccc2)s1)Nc1ccccc1F | -3.5% | 0.9% | -8.7% | -1.9% | -1.1 | -17.7% | -20.8% | -3.0% | 25.9%
COc1ccc(C2C3=C(CC(c4ccco4)CC3=O)Nc3ccccc3N2C(C)=O)cc1 (stereo not drawn) | -18.1% | 10.0% | -13.0% | 1.6% | 6.6 | -22.1% | -21.1% | -1.1% | -2.3%
O=C(Nc1ccc2nc(SCCOc3ccccc3Cl)sc2c1)c1ccc2c(c1)OCO2 | 1.8% | -3.1% | -10.0% | i | · | 12.2% | -17.2% | -5.0% | ·
Cc1nn(C)cc1S(=O)(=O)NC1CCCC1 | -4.1% | 94.6%[activator] | -11.9% | -4.6% | 3.5 | 33.4% | 3.6% | -5.1% | 3.8%
Cc1nn(-c2ccccc2)nc1CNC(=O)C(C)Cc1ccccc1 (stereo not drawn) | 3.1%&1.5% | 6.6% | -1.9% | i | · | -0.1% | 3.9% | 0.6%&-1.2% | -2.5%&-1.8%
O=C(CSc1ncccc1C(=O)O)NCCC1=CCCCC1 | -10.8% | -0.1% | 2.9% | -7.3% | -4.1 | 9.5% | 0.0% | -0.5% | 2.8%
O=C(COC(=O)[C@H](Cc1ccccc1)NC(=O)c1cccs1)Nc1cc(F)ccc1F | -6.9% | -7.7% | -21.5% | i | -2.5 | 79.4µM* | -7.6% | -6.6% | -1.3%
CCOC(=O)NC(O)C(=O)c1ccc(F)cc1 (stereo not drawn) | -4.9% | 17.7% | -6.8% | 1.0% | -11.6 | -0.1% | -12.0% | -5.1% | 3.0%
COc1ccc(/C=N/OCC(=O)OCC(=O)N(C)c2ccccc2)cc1 | · | -2.0% | -16.5% | 3.4% | -11.4 | · | -6.3% | · | 1.4%
N#Cc1cccc(NC(=O)CSc2nnc(C3CC3)n2C2CC2)c1 | · | 11.3% | -20.7% | i | -5.3 | · | -5.3% | · | 9.4%
CC(=O)Cc1nsc(NC(=O)c2ccc(-c3ccc(Cl)c(C(F)(F)F)c3)o2)n1 | -11.0% | -4.3% | -1.4% | 2.6% | 2.2 | 9.5% | -11.2% | -4.8% | 7.4%
COc1ccc(C(=O)NCc2ccc3c(c2)CCN3C(=O)c2cccc(C)c2)cc1OC | 5.6% | -15.8% | -10.7% | 0.8% | 0.2 | -1.9% | -7.6%[60.1 µM] | -3.3% | ·
CC1=NN2C(=N)/C(=C\c3cc(C)n(-c4cccc(C)c4)c3C)C(=O)N=C2S1 | 0.6% | -22.4%[58.9 µM] | -18.1% | -4.3% | -4.2 | 0.1% | -10.5% | -12.1% | -1.9%
COc1ccc(C(=O)CC(c2ccccc2)C2C(=O)CCCC2=O)cc1 (stereo not drawn) | -7.0% | ? | 79.4µM* | -5.2% | 8.7 | -18.6% | -20.3% | -4.3% | -6.0%
Cc1ccc(N(C(=O)c2cccc(C)c2)S(=O)(=O)c2ccc(Cl)cc2)cc1 | -11.6% | -3.4% | 0.0% | -1.7% | -19.8 | -20.6% | -6.5% | -10.8% | ·
CCOC(=O)c1[nH]c(C)c(CCC(=O)NC(C)c2ccccc2)c1C (stereo not drawn) | -1.5% | 6.4% | 3.2% | -5.2% | -3.2 | 17.4% | -4.8%[60.1 µM] | -1.0% | ·
CC1=CC(C)(C)n2c(O)c(N=NC(N)=S)c3cc(C)cc1c32 | -7.8% | -16.5% | 7.3% | -0.2% | -6.7 | 25.4% | -2.4%[60.1 µM] | -7.6% | -3.0%
C=CCn1cc(/C=N/N2C(=O)C3C4C=CC(C4)C3C2=O)c2ccccc21 (stereo not drawn) | -7.8% | 23.7% | -13.8% | · | 4.3 | -20.6% | -5.0% | 1.0% | 2.6%
CCc1noc(C)c1C(=O)Nc1nc2ccc(S(C)(=O)=O)cc2s1 | · | 35.3%[activator] | -10.3% | -1.6% | -6.6 | · | -1.9% | · | 17.8%
CCN(CC)c1ccc(NC(=O)c2nc3nc(C)cc(C(F)F)n3n2)cc1 | ? | 27.7% | -10.0% | -1.8% | -13.4 | 0.0% | -8.2% | -10.7% | -1.4%
COc1ccc(C(=O)N/N=C(\C)CC(=O)Nc2ccc(N(C)C)cc2)c(OC)c1 | ? | 98.4%[activator] | -9.1% | 0.3% | -10.8 | -0.9% | -13.5% | -4.1% | -13.8%
O=C1NC(=O)c2cc(NC(=O)C3CCCO3)ccc21 (stereo not drawn) | 6.8% | -3.0% | -10.3% | -8.6% | -11.7 | 4.5% | -0.8% | -1.2% | 9.9%
